D2 PAM – positive allosteric modulators of human D2 dopamine receptor; potentiation, % at 10 µM; HEK293 T-REx D2, calcium flux, EC20 dopamine potentiation; AID 485347; P14416; 340,000 tested, 0.34% active;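 active = potentiation over 3 SD above the plate norm, cut at about 30% in these data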; also: 0% is about no effect
Target sequence (P14416 whole entry, looked up): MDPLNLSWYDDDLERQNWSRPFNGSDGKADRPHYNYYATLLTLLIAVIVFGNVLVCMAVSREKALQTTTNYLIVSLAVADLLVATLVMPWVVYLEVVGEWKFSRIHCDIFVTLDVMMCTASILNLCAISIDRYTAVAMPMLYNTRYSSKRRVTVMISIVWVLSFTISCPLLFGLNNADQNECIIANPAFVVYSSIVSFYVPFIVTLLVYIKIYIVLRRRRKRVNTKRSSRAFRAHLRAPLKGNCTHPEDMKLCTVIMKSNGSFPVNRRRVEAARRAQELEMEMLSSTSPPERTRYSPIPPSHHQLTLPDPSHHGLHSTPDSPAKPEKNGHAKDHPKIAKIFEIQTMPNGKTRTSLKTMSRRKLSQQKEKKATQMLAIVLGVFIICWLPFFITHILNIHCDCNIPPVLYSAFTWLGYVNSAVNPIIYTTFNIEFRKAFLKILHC
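Calcium flux readout, no-wash dye, 1 read/s. Inducible HEK293 Trex D2 line, overnight 30 C. Compound alone 180 s (agonist flags), then EC20 dopamine, another 180 s to score potentiation.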
D1 antagonist – human D1 dopamine receptor antagonism. activity change, negative = inhibition, % at 10 µM. 360,000 tested, 3.2% active. HEK293 TREx D1 cells, calcium flux, dopamine EC80; hits give low values. AID 504652. P21728; in the data active = activity change below about -30%; also: % is scaled to controls: 0 for no effect and ±100 for the full control effect
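Allosteric or orthosteric antagonism assessed as attenuation of the calcium response to EC80 dopamine, added 180 s after compound, in induced HEK293 Trex D1 cells loaded with no-wash calcium dye.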
D1 ag – human D1 receptor agonism; P21728; 360,000 tested, 1% active; activation, % at 2 µM; HEK293 T-REx D1 cells, calcium flux, agonist mode; also: 0% is about no effect
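Tetracycline-induced HEK293 TREx D1 cells, force-coupled to calcium signalling, were dye-loaded with a no-wash calcium kit. Compound was pin-added after a 10 s baseline. Fluorescence was read kinetically at 1 cycle/s for 180 s, with calcium rises flagged as agonism.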
RXFP1 antagonist – RXFP1 (human) relaxin receptor antagonism; Q9HBX9; activity change, negative = inhibition, % at 57.5 µM; AID 1259400; HEK293-RXFP1, relaxin-stimulated cAMP HTRF, 30 min; hits give low values; 350,000 tested, 0.59% active;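 active = activity change of -60% or lower, but not beyond a set lower limit; inconclusive = change between -60% and -40%, or beyond the set limit; inactive = change above -40%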; also: % is scaled to controls: 0 for no effect and ±100 for the full control effect
TRHR enhancer – allosterically enhances the human TRH receptor | enhancement, % at 2 µM | 360,000 tested, 0.66% active | TRHR cells, fluo-8 calcium fluorescence, EC20 TRH enhancement; in the data active = enhancement above about 30%; also: 0% is about no effect
Target sequence (P34981 whole entry, looked up): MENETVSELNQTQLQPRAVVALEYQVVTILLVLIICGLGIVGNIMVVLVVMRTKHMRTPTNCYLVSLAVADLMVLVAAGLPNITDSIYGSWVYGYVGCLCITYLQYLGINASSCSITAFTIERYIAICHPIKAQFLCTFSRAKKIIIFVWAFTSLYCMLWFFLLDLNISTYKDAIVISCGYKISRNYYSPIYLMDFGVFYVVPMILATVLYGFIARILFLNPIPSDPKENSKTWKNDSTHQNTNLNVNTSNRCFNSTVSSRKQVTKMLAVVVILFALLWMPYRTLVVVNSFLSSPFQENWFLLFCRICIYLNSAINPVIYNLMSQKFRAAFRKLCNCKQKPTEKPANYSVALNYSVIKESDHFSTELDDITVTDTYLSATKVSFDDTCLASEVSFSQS
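Enhancer read-out: after compound pinning and an initial kinetic agonist-mode read, an EC20 of TRH (10 nM final) was injected and fluo-8 calcium signal (Ex 480/Em 530) followed at 1 s/cycle for 100 cycles in TRHR-expressing cells.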
TRHR agonist – agonists of human TRH receptor; TRHR cells, calcium flux fluo-8, FDSS agonist mode; 360,000 tested, 0.18% active; activation, % at 2 µM; AID 493084; also: 0% is about no effect
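In this calcium-flux screen, cells bearing human TRHR are dye-loaded with fluo-8, baselined for 10 cycles, then exposed to library compounds; positive kinetic calcium responses during the agonist phase mark hits, with TRH as control.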
D2 antagonist – D2 dopamine receptor (human) antagonism | P14416 | HEK293 TREx D2 cells, calcium flux, dopamine EC80 | inhibition, % at 10 µM | 340,000 tested, 2% active; in the data active = inhibition above about 30%; also: 0% is about no effect
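Cells plated overnight at 30 C with tetracycline; no-wash calcium dye, 30–90 min RT; 10 s baseline; compound pinned; 180 s read; EC80 dopamine added; another 180 s read.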
D2 agonist – activates the human D2 dopamine receptor; AID 485358; HEK293 T-REx D2 cells, calcium flux agonist mode; activation, % at 2 µM; 340,000 tested, 0.53% active;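 active = activation over 3 SD above normal in the single-dose calcium agonist read, cut at about 30% in these data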; also: 0% is about no effect
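In this primary screen, compounds producing a positive calcium signal within 180 s of addition to tetracycline-induced, force-coupled HEK293 Trex D2 cells are flagged; cells are dye-loaded with a no-wash calcium kit beforehand.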
D1 potentiator – enhances dopamine response at the human D1 receptor | P21728 | HEK293 TREx D1 cells, calcium flux, dopamine EC20 potentiation | potentiation, % at 10 µM | 360,000 tested, 0.036% active | AID 504651; in the data active = potentiation above about 30%; also: 0% is about no effect
Numbers without * were called inactive; ? = inconclusive; nt = not tested or not shown. Rule as the data show it, unless noted: active = activation above about 30%; inactive = the rest.

SMILES	D2 PAM	D1 antagonist	D1 ag	RXFP1 antagonist	TRHR enhancer	TRHR agonist	D2 antagonist	D2 agonist	D1 potentiator
CC1CN(C(=O)/C(=C/c2ccco2)NC(=O)c2ccccc2)CC(C)O1 (stereo unspecified)	7	-1	4	2	6	0.0	-12	-0.2	2
CC(C)CCNC(=O)C1CC(c2ccc(C(F)(F)F)cc2)=NO1 (stereo unspecified)	5	-42*	32*	nt	-3	-0.4	-4	-0.1	-4
CCOC(=O)C1=C(SCC)c2cc3c(n2C1=O)CCCC3	-5	-4	3	-13	0	0.3	6	-1.4	-1
CCOc1ccc(S(=O)(=O)NCCC(=O)Nc2ncccc2C)cc1	-18	-13	5	6	4	-0.5	-11	-0.4	-2
Cc1cc(SCC(=O)N2CCCC2=O)nc2c(C)cccc12	-1	-18	-2	-3	-8	-0.8	20	1.3	-6
O=C(COc1ccccc1)c1cn(CC(=O)N2CCCC2)c2ccccc12	-9	-21	0	8	-7	0.0	3	-0.1	-3
CCOC(=O)c1nc(Nc2ccccc2)c2ccccc2n1	5	1	1	-6	-8	0.2	3	-0.1	-3
Cc1cc(C)n(-c2nc(NC(C)C)nc(NC(C)C)n2)n1	6	23	2	7	4	-0.9	-6	1.2	1
COc1ccccc1/C=C(\NC(=O)c1ccc(OC)c(OC)c1)C(=O)Nc1cc([N+](=O)[O-])ccc1C	2	-8	3	-5	-5	0.5	-1	1.9	-7
CCCN(C(=O)CSCc1ccccc1C)c1c(N)n(Cc2ccccc2)c(=O)[nH]c1=O	23	19	3	-12	-4	-0.1	-1	-0.4	-6
COc1ccc(CNC(=O)CCS(=O)(=O)c2ccc(Br)cc2)cc1	-8	-1	1	-13	0	-0.5	2	-0.9	-2
Cc1ccc(OC(=O)CCS(=O)(=O)c2ccc(C)cc2)cc1	-7	-10	-1	0	-11	-0.8	-3	-0.6	-7
O=C(Nc1ccc2c(c1)OCO2)c1ccc(CN2CCOCC2)cc1	nt	-1	4	5	-6	-0.1	15	0.9	-3
Cc1ccc(-n2ncc(C(=O)NCCc3c[nH]c4ccccc34)c2C2CCN(C(=O)OC(C)(C)C)CC2)cc1C	5	8	2	nt	4	0.4	nt	nt	-2
COC(=O)C1CCN(C(=O)Cc2ccccc2OC)CC1	-6	-10	3	14	1	2.2	17	0.8	1
Cc1ccc(Cn2nnc3c(=O)[nH]c(C4CCCN(S(=O)(=O)c5ccccc5)C4)nc32)cc1 (stereo unspecified)	-2	2	3	28	-1	0.6	-1	-0.9	1
CCNc1cc(N2CCN(S(=O)(=O)c3ccc4c(c3)CCCC4)CC2)ccc1[N+](=O)[O-]	19	10	1	-8	1	-0.5	19	0.3	1
CCC(=O)N1c2ccc(S(=O)(=O)CCC(=O)NCc3cccc(OC)c3)cc2CC1C (stereo unspecified)	4	-15	-1	nt	6	-0.6	nt	-0.2	3
Cc1ccc(O)c(C(=O)c2cnc(/N=C(\N)N(C)C)nc2)c1	-11	-2	5	-5	14	-0.2	9	0.2	-6
CN(C)CCNC(=O)c1cc2c(s1)-c1ccc(Cl)cc1SC2	-14	-48*	16	-14	-10	5.0	17	2.2	-9
CCCn1c(C(C)NC(C)=O)nc2ccccc21 (stereo unspecified)	-11	-4	1	nt	-3	0.4	7	1.1	-4
O=C(CCCSc1ccc(Cl)cc1)Nc1ccccc1O	0	3	33*	-25	-3	-1.1	-18	0.7	-9
O=C(CCC1CCCN(Cc2ccc(O)c(Cl)c2)C1)NCc1ccccc1F (stereo unspecified)	-9	-11	0	-13	-2	-0.9	nt	nt	-11
O=C(COC(=O)C1CCN(S(=O)(=O)c2ccc3c(c2)OCCO3)CC1)Nc1ccc(C(F)(F)F)cc1	3	-5	10	1	7	1.0	-2	1.9	-6
Cc1nnc(SCC(=O)Nc2ccc(Br)cc2)n(N)c1=O	9	8	3	-5	-2	0.0	-18	-1.9	0
COC(=O)CSC1=C(C#N)C(c2ccc3c(c2)OCO3)C2=C(CCCC2=O)N1 (stereo unspecified)	-5	6	1	8	-3	-0.3	-2	-0.7	-6
C#CCN1C(=O)S/C(=C\c2ccc(N3CCOCC3)cc2C)C1=O	6	2	7	?	11	3.5	-3	1.5	0
CCCOc1ccc2oc(=O)c3c(c2c1)CCCN3C(=O)CN(C)Cc1ccccc1	-13	-6	0	-7	8	-0.5	-17	2.3	-1
CCCC12CN3CC(CCC)(CN(C1)C3c1c[nH]c3ccc(OC)cc13)C2=O (stereo unspecified)	13	-7	7	-19	4	2.4	nt	4.7	-2
Cc1ccc(C2C(/C=C3/SC(=S)NC3=O)=C(c3cccs3)Oc3ccccc32)cc1 (stereo unspecified)	4	-16	5	-3	0	1.1	-19	-0.6	-3
CCOC(=O)c1ccc(N2Cc3ccccc3C2)cc1O	2	3	3	0	5	0.4	-6	-0.6	0
Cc1ccc(OCC(=O)Nc2ccc(OCc3cc(=O)n4ccsc4n3)cc2)cc1C	nt	-8	2	nt	0	-0.4	nt	-1.0	-2
O=C(COC(=O)c1cccnc1Cl)Nc1ncc(Cl)cc1Cl	1	9	3	-10	1	-0.2	-10	0.8	1
CC(C)(C)NC(=O)COc1coc(CN2CCN(Cc3ccccc3)CC2)cc1=O	2	-6	4	13	-2	1.4	-4	1.2	2
COCCNC(=O)/C(C#N)=C/c1cccc(/C=C(\C#N)C(=O)NCCOC)c1	4	1	1	-23	-5	-0.4	-7	-0.7	0
CC(=O)C1=C(C)NC(SCC(=O)c2cc(Cl)ccc2Cl)=C(C#N)C1c1ccco1 (stereo unspecified)	-10	-10	5	9	-3	1.5	7	0.3	-5
CCCc1nccn1S(=O)(=O)c1cc(OC)ccc1OC	2	-18	-3	-10	0	0.0	18	0.5	-7
Cc1cc(C)cc(-n2ccnc2SCC(=O)Nc2ccc(C)cc2C)c1	1	-18	7	nt	-5	0.0	nt	-4.0	2
COc1cccc(-c2c3c([nH]c(=O)c2C#N)CCc2cc(OC)ccc2-3)c1	-8	5	3	-1	-1	0.9	1	17	0
COc1ccc(OCc2cc(C(=O)N(C)Cc3nccn3C)no2)c2ccccc12	2	-40*	2	-12	-4	-0.8	-9	-0.2	-1
Cc1ccc2c(c1)C1CN(C)CCC1N2C(=S)Nc1ccc(OC(F)F)cc1 (stereo unspecified)	-5	7	6	-9	-2	1.0	-2	0.2	-2
COC(=O)c1c(S(N)(=O)=O)c2ccccc2n1C	-6	11	0	-3	3	0.2	10	-0.9	-5
COc1ccc(NC(=O)NCc2ccccn2)cc1OC	3	-10	0	-1	-6	0.3	13	0.3	-4
Fc1ccccc1OCCSc1nc2ccccc2o1	-2	-2	5	-16	-4	-0.1	6	0.3	0
COc1ccc(CN(C(=O)/C=C/c2ccco2)C2CCS(=O)(=O)C2)cc1 (stereo unspecified)	-11	6	1	-7	6	0.5	-3	1.0	-2
Cc1cc(NCCCn2ccnc2)n2nc(C)c(-c3ccc(Cl)cc3)c2n1	3	0	0	-21	-11	0.0	4	1.1	5
O=C(NCC1CCCO1)Nc1cc(Cl)cc(Cl)c1 (stereo unspecified)	-6	9	3	1	0	-0.3	4	-1.1	9
CC(C)CN(CCNC(=O)CN1C(=O)COc2ccc(S(=O)(=O)N3CCOCC3)cc21)CC(C)C	8	-16	1	17	-6	-0.4	-2	0.6	-2
COc1cc2nc(CN(C)Cc3ccc(SC)cc3)[nH]c(=O)c2cc1OC	-7	-11	2	1	-4	-1.0	-10	0.0	2
O=C1NC(=S)N/C1=C/c1cccnc1	13	2	4	12	3	0.3	-10	0.5	-2
(continued)
SMILES	D2 PAM	D1 antagonist	D1 ag	RXFP1 antagonist	TRHR enhancer	TRHR agonist	D2 antagonist	D2 agonist	D1 potentiator
COc1ccccc1CN1CC(C(=O)N(C)CCOc2ccccc2)CCC1=O (stereo unspecified)	22	3	1	2	1	-1.6	-23	0.2	-4
Cc1cc(NC(=O)CN2C(=O)NC(Cc3ccccc3)C2=O)no1 (stereo unspecified)	-1	2	3	-11	-2	0.1	-18	-0.1	-7
CC(C)N1CCC(N2CCN(Cc3cc(F)ccc3-n3cccn3)CC2CCO)CC1 (stereo unspecified)	13	-5	1	0	-2	0.0	-11	1.0	0
O=c1c(Cl)c(NCc2ccc(F)cc2Cl)cnn1C12CC3CC(CC(C3)C1)C2	-20	10	3	-7	0	-0.7	3	0.7	-11
CC(C)(CN1CCN(Cc2ccccc2)CC1)NS(=O)(=O)c1ccc(Cl)cc1	-33	-22	10	-5	-3	0.9	44*	-0.7	5
Cn1c(=O)c2c(-c3ccccc3)n(CCCN3CCOCC3)cc2n(C)c1=O	3	2	1	-12	-5	0.1	1	0.1	-3
CCOC(=O)C1CCCN(Cc2nc(C3CC3)no2)C1 (stereo unspecified)	14	14	1	-8	-2	-0.5	13	-0.6	6
COc1ccc2c(c1)c(C(=O)OCCN(C)C)c(C)n2C	-10	-18	2	-7	6	-0.3	-17	0.8	0
Cc1ccc(C)c(NC(=O)Cn2cc(C(=O)C3CCCCC3)c3ccccc32)c1	12	-21	3	-14	5	2.0	nt	0.0	2
O=C(N/C(=C/c1cccs1)C(=O)N1CCCC1)c1ccccc1	nt	2	3	-1	0	0.7	nt	nt	-1

Looked up one by one from the entries so far, 3 records:
SMILES	D2 PAM	D1 antagonist	D1 ag	RXFP1 antagonist	TRHR enhancer	TRHR agonist	D2 antagonist	D2 agonist	D1 potentiator
Cc1ccc(C)c(NC(=O)Cn2cc(C(=O)C3CCCCC3)c3ccccc32)c1	12	-21	3	-14	5	2.0	nt	0.0	2
COc1ccccc1CN1CC(C(=O)N(C)CCOc2ccccc2)CCC1=O (stereo unspecified)	22	3	1	2	1	-1.6	-23	0.2	-4
O=c1c(Cl)c(NCc2ccc(F)cc2Cl)cnn1C12CC3CC(CC(C3)C1)C2	-20	10	3	-7	0	-0.7	3	0.7	-11

Next section:
SMILES	D2 PAM	D1 antagonist	D1 ag	RXFP1 antagonist	TRHR enhancer	TRHR agonist	D2 antagonist	D2 agonist	D1 potentiator
CC1CN(C(=O)CSc2nnc(NC(=O)NC(C)(C)C)s2)CC(C)O1 (stereo unspecified)	-4	-9	5	-4	-1	1.6	-11	0.8	-1
CCOC(=O)C1C(=O)OC2(CCCCC2)C1C(=O)OCC (stereo unspecified)	-2	2	0	4	-2	0.1	1	0.7	6
CCOC(=O)C1=C(C)Nc2nc(SCC)[nH]c(=O)c2C1c1ccncc1 (stereo unspecified)	3	5	3	-11	8	0.3	6	0.6	2
COc1ccc2ccccc2c1CNCCN1CCOCC1	5	4	0	-1	0	-0.6	-8	0.8	-3
Cn1cc(S(=O)(=O)N2CCCC2)cc1C(=O)NCCc1ccccc1	7	-20	2	-26	1	-0.7	-3	-0.5	1

Screens: PubChem BioAssay, National Center for Advancing Translational Sciences (NCATS)

The order is random; overall some 7.3% were active at least once.
